Screening data as filed in PubChem BioAssay.
KCNQ2 block: KCNQ2 potassium channel inhibitors, primary screen, cell-based, CHO-K1, FluxOR thallium flux, B-score (AID 2156); O88943; 20 min; active compounds read low; B-score at 10 µM; 310,000 tested, 1.1% active;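 active = fluorescence ratio B-score at most minus 3 library SDs, with starting brightness B-score within 2 library SDs, cut at about -5.5 in these data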
CHT block: inhibitors of human choline transporter CHT; Q9GZV3; CHT-expressing cells, membrane potential dye, choline response; active compounds read low; B-score at 10 µM; 310,000 tested, 0.86% active;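 active = B-score over 3 SD under the library average, and starting fluorescence ratio not unusually high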;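 note: choline stimulus applied at its EC90 after an EC20 pre-addition; B-score computed on integrated fluorescence ratio after choline addition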
Target sequence (Q9GZV3 whole entry, looked up): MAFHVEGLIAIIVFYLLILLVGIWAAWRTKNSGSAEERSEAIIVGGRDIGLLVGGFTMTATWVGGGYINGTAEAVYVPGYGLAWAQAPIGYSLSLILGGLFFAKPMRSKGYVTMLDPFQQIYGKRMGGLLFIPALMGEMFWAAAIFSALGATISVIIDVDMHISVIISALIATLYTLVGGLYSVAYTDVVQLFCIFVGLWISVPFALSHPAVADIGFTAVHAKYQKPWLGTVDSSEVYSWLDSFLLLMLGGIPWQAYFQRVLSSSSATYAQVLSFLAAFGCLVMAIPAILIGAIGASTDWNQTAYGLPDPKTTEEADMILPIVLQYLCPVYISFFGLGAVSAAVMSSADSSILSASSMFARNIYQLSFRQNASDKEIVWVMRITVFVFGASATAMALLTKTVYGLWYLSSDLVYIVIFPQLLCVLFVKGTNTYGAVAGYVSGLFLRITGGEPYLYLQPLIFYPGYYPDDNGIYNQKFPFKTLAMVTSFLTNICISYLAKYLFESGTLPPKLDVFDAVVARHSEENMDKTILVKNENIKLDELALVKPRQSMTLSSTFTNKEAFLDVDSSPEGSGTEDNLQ
Starred values were filed as active, the others as inactive; i = inactive; x = no result given. This is a subset; rates above refer to the full screens.

no.	SMILES	KCNQ2 block	CHT block
1	COc1ccc(N2C(=O)CC(N3CCC(n4c(=O)[nH]c5ccccc54)CC3)C2=O)cc1 (stereo not given)	i	i
2	CCCCCn1c(N)c(C(=O)NCc2cccs2)c2nc3ccccc3nc21	i	i
3	CCc1ccc(C(=O)C23CN4CN(CN(C4)C2)C3)cc1	i	i
4	CCCCn1c(O)c(C(C)=NCCc2c[nH]c3ccccc23)c(=O)[nH]c1=O	i	i
5	CSc1ncc(Cl)c(C(=O)O)n1	i	i
6	Cc1cccc(N2C(=O)NC(=O)/C(=C\c3cnc(-c4ccccc4)nc3)C2=O)c1	i	i
7	C=CCN(CC=C)C(=O)Nc1ccc(OCC)cc1	i	i
8	COC(=O)[C@@]1(Cc2ccc(F)cc2)[C@H]2c3cc(C(=O)N(C)C)[nH]c3C[C@H]2CN1C(=O)c1ccccc1	x	i
9	Cc1cc(C)c2c(ccc3cccc[n+]32)c1	i	i
10	COc1cc(/C=N/n2cnnc2)ccc1OC(=O)N(C)C	i	i
11	CC(C)OCCCNC(=O)c1c(N)n(CC2CCCO2)c2nc3ccccc3nc12 (stereo not given)	i	-5.1*
12	CCCN(CC1CC1)CC(O)c1ccccc1 (stereo not given)	i	i
13	CCN1CCN(c2nc3ccccc3s2)CC1	i	i
14	CN1CCN(/N=C/c2c(O)n(C)c(=O)n(C)c2=O)CC1	i	i
15	COC(=O)C1=C(c2cccc(OC)c2OC)C[C@@H]2CC[C@H]1N2C(=O)NCc1ccccc1	i	i
16	CCCCn1c(O)c(C(C)=NCCCN(CC)CC)c(=O)[nH]c1=O	i	i
17	CN1CCN(c2c(N)c(=O)oc3ccccc23)CC1	i	i
18	CC(=NCC1CCCO1)c1c(O)n(C2CCCCC2)c(=O)[nH]c1=O (stereo not given)	i	i
19	O=[N+]([O-])c1ccc(C2[C@H]3C(c4ccccc4)=NC4(CCCC4)N23)cc1 (stereo not given in full)	i	i
20	CCc1c(C)nc(N)nc1N1N=C1SC(C(C)=O)C(C)=O	i	i
21	CCN(CC)C(=O)c1ccc(NC(=O)c2cccc(F)c2)cc1	i	i
22	COc1cc(OC)c(OC)cc1CN1CCN(C(=O)COc2ccc3ccccc3c2)CC1	i	i
23	COc1ccc(OCC#CCN2CCCCCC2)cc1	i	i
24	O=C(O)Cn1cc(C(=O)c2ccccc2)c2ccccc21	i	i
25	COc1ccc(NC2=NC(C)(C)CS2)cc1	i	i
26	CC1(C)CN=C(Nc2ccccc2C(F)(F)F)S1	i	i
27	COc1ccc(-[n+]2c(-c3ccccc3)cc(-c3ccccc3)cc2-c2ccccc2)cc1	-8.4*	i
28	Cc1nn(Cc2ccccc2)c(Cl)c1C(=O)OCC(=O)N1CCCC1	i	i
29	O=c1[nH]c(=S)n(C2CC2)c(O)c1C=NCC1CCCO1 (stereo not given)	i	i
30	COc1ccc(CN2CCN(C(=O)COc3ccc4ccccc4c3)CC2)c(OC)c1	i	i
31	CC(C)NC(C)C(=O)C12CC3CC(CC(C3)C1)C2 (stereo not given)	i	i
32	CCNC(=O)NC(=O)C(C)OC(=O)c1c(C)nn(Cc2ccccc2Cl)c1Cl (stereo not given)	i	i
33	CCCCC(=O)N/N=C/c1c(O)n(C2CC2)c(=S)[nH]c1=O	i	i
34	Cn1c(O)c(C=Nc2ccccc2)c(=O)n(C)c1=O	i	i
35	Cc1nc2ccccc2c(=O)n1-c1cccc(C(F)(F)F)c1	i	i
36	CSC(=Nc1ccccc1)c1c(O)n(C)c(=O)n(C)c1=O	i	i
37	CC1=CC(=Cc2sc3ccccc3[n+]2C)C=C(C)O1	i	x
38	Cc1cc(C=C2C(=O)NC(=O)NC2=O)c(C)n1-c1ccc2c(c1)OCO2	i	i
39	COc1ccccc1N1CCN(Cc2c(F)cccc2F)CC1	i	i
40	CCn1c(O)c(C(c2ccccn2)c2c(O)n(CC)c(=S)[nH]c2=O)c(=O)[nH]c1=S	i	i
41	O=C(O)Cn1cc(/C=C2\C(=O)NC(=O)N(c3ccc(Br)cc3)C2=O)c2ccccc21	i	i
42	O=[N+]([O-])c1cccc(C2N3CCCN23)c1 (stereo not given)	i	i
43	CC(NC(=O)Oc1ccccc1)C(c1cccs1)N1CCOCC1 (stereo not given)	i	i
44	CCC(=Nc1cc(OC)ccc1OC)c1c(O)[nH]c(=O)[nH]c1=O	i	i
45	O=S(=O)(c1ccc(Cl)cc1)N1CC1c1ccccc1 (stereo not given)	i	i
46	O=[N+]([O-])c1ccc(N2CCCNCC2)c2ncccc12	i	i
47	CN1C(=O)N(C)C(=O)C(CCc2ccccn2)(CCc2ccccn2)C1=O	i	i
48	Cc1cccc(C)c1NC(=O)CN(C)CC(=O)Nc1ccc(C#N)c(Cl)c1	i	i
49	O=C(NC1CCCCC1)[C@@H]1CC=C[C@@H]2CCN(Cc3ccccc3)C(=O)[C@@H]21	i	i
50	CN(C)C(=O)Oc1ccc(Cl)c2ccccc12	i	i

(continued)
no.	SMILES	KCNQ2 block	CHT block
51	Cn1c(O)c(N=Nc2ccc(S(=O)(=O)N3CCOCC3)cc2)c(=O)n(C)c1=O	i	i
52	NC(=S)c1cn(C2OC(CO)C(O)C2O)c2ncnc(N)c12 (stereo not given)	i	i
53	Cc1cc(C)c2c(c1)-c1cc(C)nn1C(c1cccnc1)N2 (stereo not given)	i	i
54	COc1ccccc1N1CCN(Cc2c(F)cccc2Cl)CC1	i	i
55	COc1ccc(C)cc1NC(=O)c1c(C)nn(Cc2ccccc2)c1Cl	i	i
56	O=C1CC(C(=O)N2CCC3(CC2)OCCO3)CN1CCc1ccccc1 (stereo not given)	i	i
57	CN1CSC(=S)N(C)C1	i	i
58	Cc1nc2cc([N+](=O)[O-])ccc2c(=O)n1-c1ccc(Br)cc1	i	i
59	CC(C)Oc1cccc(C(=O)C2CCCN(C3CCOCC3)C2)c1 (stereo not given)	i	i
60	CSc1ccc(CNC(C)C(O)c2ccccc2)cc1 (stereo not given)	i	i
61	Cc1c(CCN)ccc2c1[nH]c1ccccc12	i	i
62	O=C(c1cc(S(=O)(=O)N2CCOCC2)ccc1F)N1CCC2(CC1)OCCO2	i	i
63	C=CCn1c(O)c(/C=N/NC(=O)c2ccncc2)c(=O)[nH]c1=O	i	i
64	COc1ccc2c(c1O)[C@]13CCN(C)[C@H](C2)[C@@H]1CCC(=O)C3	i	i
65	O=C(C(=O)N1CCC2(CC1)OCCO2)c1c[nH]c2ccccc12	i	i
66	Cc1ccc2c(c1)N(CCC(=O)N1CCC3(CC1)OCCO3)C(=O)CO2	i	i
67	CCCCNC(=O)c1c(N)n(CCCOC)c2nc3ccccc3nc12	-8.5*	i
68	CCOP(=O)(OCC)C(Cc1ccccc1)NC(C)=O (stereo not given)	i	i
69	CN1CCN(c2nc(N(C)C)oc(=O)c2C#N)CC1	i	i
70	CCC1(C2=NCCN2)Cc2ccccc2O1 (stereo not given)	x	i
71	O=C1NC(=O)C(CCc2ccncc2)(Cc2ccc(OCc3ccccc3)cc2)C(=O)N1	i	i
72	CCC(=NCCOc1ccc(Cl)cc1)c1c(O)n(C)c(=O)n(C)c1=O	i	i
73	COCCOC(=O)c1c(C)n(C)c2ccc(OC(=O)N(C)C)cc12	i	i
74	Cc1ccc(N2C(=O)NC(=O)/C(=C\c3ccsc3)C2=O)cc1C	i	i
75	FC(F)(F)Oc1ccc(C2NCc3ccccc3-n3cccc32)cc1 (stereo not given)	i	i

Compounds shown so far containing a cyano group, in the order listed:
no.	SMILES	KCNQ2 block	CHT block
48	Cc1cccc(C)c1NC(=O)CN(C)CC(=O)Nc1ccc(C#N)c(Cl)c1	i	i
69	CN1CCN(c2nc(N(C)C)oc(=O)c2C#N)CC1	i	i

Another view of some results above:
56) O=C1CC(C(=O)N2CCC3(CC2)OCCO3)CN1CCc1ccccc1 (stereo not given)
63) C=CCn1c(O)c(/C=N/NC(=O)c2ccncc2)c(=O)[nH]c1=O

Compound | 56 | 63
KCNQ2 block | i | i
CHT block | i | i

Retrieved by compound from above, 2 records:
no.	SMILES	KCNQ2 block	CHT block
70	CCC1(C2=NCCN2)Cc2ccccc2O1 (stereo not given)	x	i
66	Cc1ccc2c(c1)N(CCC(=O)N1CCC3(CC1)OCCO3)C(=O)CO2	i	i

Continuation.
no.	SMILES	KCNQ2 block	CHT block
76	Cc1c(C=O)c2ccccc2n1Cc1ccccc1	i	i
77	NC(CC(=O)O)C1CCCCC1 (stereo not given)	i	i
78	CC1NCCC2(O)CCCCC12 (stereo not given)	i	i
79	Cc1nn(C2CCOC(C)(C)C2)c2c1C(c1ccc(OC(C)C)cc1)SCC(=O)N2 (stereo not given)	i	i
80	O=C1C=Cc2ccccc2C1=O	i	i
81	Fc1cccc(F)c1CN1CCN(Cc2c(F)cccc2F)CC1	i	i
82	COc1cccc(CN2CCN(C(=O)Cc3ccccc3OC)CC2)c1	i	i
83	CNS(=O)(=O)c1ccc(N=Cc2c(O)n(-c3ccccc3)c(=O)[nH]c2=O)cc1	i	i
84	CCc1nc2ccc(N3CCN(C)CC3)cc2nc1CC	i	i
85	c1ccc2c(c1)CNc1ccccc1O2	i	i
86	Cn1nnc(CC[N+](C)(C)C)n1	i	i
87	COc1ccccc1Cn1c(SCC(=O)C(C)(C)C)nc2cc(C(=O)N3CCC4(CC3)OCCO4)ccc2c1=O	i	i
88	CCCCCCn1c(O)c(C=NC2CCCCC2N)c(=O)[nH]c1=O (stereo not given)	i	i
89	Cc1ccc(CN2CCSc3ccc(C(=O)N4CCC5(CC4)OCCO5)cc32)cc1	i	i
90	O=C1NC(=O)N(c2cccc(Br)c2)C(=O)/C1=C/c1ccsc1	i	i
91	O=C(c1csc2c1CCCCC2)N1CCC2(CC1)OCCO2	i	i
92	COc1ccc(C2NCCc3[nH]cnc32)cc1 (stereo not given)	i	i
93	CCN(CC)C1=NC(=[N+](CC)CC)c2ccccc21	i	i
94	O=S1(=O)CCN(CCc2c[nH]c3ccccc23)CC1	i	i
95	COC(=O)C1=Nc2ccccc2/C1=C\c1c(O)n(-c2ccc(Br)cc2)c(=O)[nH]c1=O	x	i
96	CC(=O)OC1N=C(c2ccccc2)c2cc(Br)ccc2N(C)C1=O (stereo not given)	i	i
97	COc1ccccc1-n1c(/C=C/c2ccccn2)nc2ccccc2c1=O	i	i
98	O=c1[nH]c2ccccc2n1CCCN1CCC(n2c(=O)[nH]c3cc(Cl)ccc32)CC1	i	i
99	Cc1ccc(S(=O)(=O)N2CCC(C(=O)N3CCC4(CC3)OCCO4)CC2)cc1	i	i
100	CC(C(=O)c1ccccc1)N1C(=O)c2ccccc2C1=O (stereo not given)	i	i
101	Cc1cccc(NC2=NCCCS2)c1	i	i
102	COc1ccccc1CCNC1C2CC3CC(C2)CC1C3 (stereo not given)	i	i
103	CCOc1cc(CNCCc2cccc(F)c2)ccc1OC	i	i
104	CC1(C)C(C(=O)NCc2ccco2)C1(C)C	i	i
105	NCCc1c[nH]c2ccc(F)cc12	i	i
106	COc1ccc(N2C(=O)NC(=O)/C(=C/c3ccc([N+](=O)[O-])s3)C2=O)cc1	i	i
107	Cc1ccc(-c2cc(-c3ccccc3)cc(-c3ccccc3)[n+]2-c2ccccc2C(=O)O)cc1	i	i
108	CC(C)c1ccc(-n2c(O)c(/C=N/NC(=O)c3ccncc3)c(=O)[nH]c2=O)cc1	i	i
109	CCOC(=O)C1=C(N)OC2=C(C(=O)CCC2)C12C(=O)N(C)c1ccccc12 (stereo not given)	i	i
110	COc1cccc(-n2c(CN3CCOCC3)nc3ccc([N+](=O)[O-])cc3c2=O)c1	i	i
111	CCOC(=O)C1=C(C)OC(N)=C(C(=O)OC)C12C(=O)Nc1ccc(Br)cc12 (stereo not given)	i	i
112	OC(Cn1c2ccccc2c2ccccc21)C[n+]1cccc2ccccc21 (stereo not given)	i	i
113	O=C1NC(=O)C(=Cc2ccc(-c3cc(Cl)ccc3[N+](=O)[O-])o2)C(=O)N1	i	x
114	Cc1ccccc1-n1c(O)c(C(c2ccncc2)c2c(O)n(-c3ccccc3C)c(=O)[nH]c2=O)c(=O)[nH]c1=O	i	i
115	C=C(C=O)CC1CC(O)[C@]2(C)OC3C[C@@H]4OC5C[C@]6(C)O[C@]7(C)CCC8OC9C[C@]%10(C)OC(/C(C)=C\CO)C(O)CC%10OC9CC(C)C8OC7CC6O[C@]5(C)C/C=C\C4OC3CC2O1 (stereo not given in full)	x	i
116	CN(C)c1ccc(-[n+]2c(-c3ccccc3)cc(-c3ccccc3)cc2-c2ccccc2)cc1	-9.1*	x
117	Oc1cccc(/C=N/NP(=S)(c2ccccc2)c2ccccc2)c1	i	i
118	CCCCn1c(O)c(/C=C2/C=CC=N2)c(=O)[nH]c1=O	i	i
119	O=C1NC(=O)N(Cc2ccco2)C(=O)/C1=C\c1ccc(-c2ccc(F)cc2)o1	i	i
120	COC(=O)C1=C(c2ccccc2)C[C@@H]2CC[C@H]1N2C(=O)NCc1cccc2ccccc12	i	i
121	O=C(c1cc2cc(Br)ccc2[nH]1)N1CCC2(CC1)OCCO2	i	i
122	O=c1c2ccccc2[se]n1-c1ccccc1	i	i
123	COC(=O)N(c1ccccc1)P(=O)(Oc1ccccc1)Oc1ccccc1	i	i
124	Cc1ccc(P(=S)(c2ccc(C)o2)N2CCOCC2)o1	i	i
125	Cc1cc(/C=C2\C(=O)NC(=O)N(Cc3ccccc3)C2=O)c(C)n1-c1ccc(Cl)c(C(=O)O)c1	i	i

Carrying on.
no.	SMILES	KCNQ2 block	CHT block
126	COc1cc(/C=C2\C(=O)NC(=O)N(c3ccccc3)C2=O)cc(OC)c1OC	i	i
127	NNC(N)=O	x	i
128	Cc1cc(C(=O)CS(=O)c2ccc(F)cc2)cc(C)c1OC(=O)N(C)C (stereo not given)	i	i
129	O=C(C1c2ccccc2C(=O)N2CCc3ccccc3C12)N1CCC2(CC1)OCCO2 (stereo not given)	i	i
130	CCCCCn1c(N)c(C(=O)NCCN2CCOCC2)c2nc3ccccc3nc21	i	i
131	CCCCCn1c(=O)c(C(=O)Nc2ccccc2S(N)(=O)=O)c(O)c2ccccc21	i	i
